L929 necroptosis – L929 zVAD cell death inhibition; L929 zVAD necroptosis rescue, ATP luminescence, 24 h; with zVAD 60 µM; viability rescue, % at 10 µM; actives 0.38% (n = 220,000); AID 1377;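 active means activation, scaled between plate controls, above about 75%, limit read from the data; inactive means activation under that limit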;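 further: 0% = zVAD with DMSO and 100% = DMSO alone without zVAD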
eIF4E-4G inh – eIF4E/eIF4G interaction inhibition in translation initiation | actives 0.37% (n = 220,000) | inhibition, % at 21.7 µM | AID 782 | TR-FRET eIF4E-eIF4GI(517-606) binding, 2 h;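 active means inhibition above about 30%, limit read from the data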;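 further: 0% = full FRET control wells and 100% = background wells lacking eIF4GI fragment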
Target sequence (P63073 whole entry, looked up, the tested form may be a part): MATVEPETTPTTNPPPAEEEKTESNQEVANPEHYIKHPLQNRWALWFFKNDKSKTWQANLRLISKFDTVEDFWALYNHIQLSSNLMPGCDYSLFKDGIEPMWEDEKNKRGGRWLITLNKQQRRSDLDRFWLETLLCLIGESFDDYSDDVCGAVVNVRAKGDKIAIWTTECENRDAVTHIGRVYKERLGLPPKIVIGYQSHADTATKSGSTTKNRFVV
Target sequence (Q04637 whole entry, looked up, the tested form may be a part): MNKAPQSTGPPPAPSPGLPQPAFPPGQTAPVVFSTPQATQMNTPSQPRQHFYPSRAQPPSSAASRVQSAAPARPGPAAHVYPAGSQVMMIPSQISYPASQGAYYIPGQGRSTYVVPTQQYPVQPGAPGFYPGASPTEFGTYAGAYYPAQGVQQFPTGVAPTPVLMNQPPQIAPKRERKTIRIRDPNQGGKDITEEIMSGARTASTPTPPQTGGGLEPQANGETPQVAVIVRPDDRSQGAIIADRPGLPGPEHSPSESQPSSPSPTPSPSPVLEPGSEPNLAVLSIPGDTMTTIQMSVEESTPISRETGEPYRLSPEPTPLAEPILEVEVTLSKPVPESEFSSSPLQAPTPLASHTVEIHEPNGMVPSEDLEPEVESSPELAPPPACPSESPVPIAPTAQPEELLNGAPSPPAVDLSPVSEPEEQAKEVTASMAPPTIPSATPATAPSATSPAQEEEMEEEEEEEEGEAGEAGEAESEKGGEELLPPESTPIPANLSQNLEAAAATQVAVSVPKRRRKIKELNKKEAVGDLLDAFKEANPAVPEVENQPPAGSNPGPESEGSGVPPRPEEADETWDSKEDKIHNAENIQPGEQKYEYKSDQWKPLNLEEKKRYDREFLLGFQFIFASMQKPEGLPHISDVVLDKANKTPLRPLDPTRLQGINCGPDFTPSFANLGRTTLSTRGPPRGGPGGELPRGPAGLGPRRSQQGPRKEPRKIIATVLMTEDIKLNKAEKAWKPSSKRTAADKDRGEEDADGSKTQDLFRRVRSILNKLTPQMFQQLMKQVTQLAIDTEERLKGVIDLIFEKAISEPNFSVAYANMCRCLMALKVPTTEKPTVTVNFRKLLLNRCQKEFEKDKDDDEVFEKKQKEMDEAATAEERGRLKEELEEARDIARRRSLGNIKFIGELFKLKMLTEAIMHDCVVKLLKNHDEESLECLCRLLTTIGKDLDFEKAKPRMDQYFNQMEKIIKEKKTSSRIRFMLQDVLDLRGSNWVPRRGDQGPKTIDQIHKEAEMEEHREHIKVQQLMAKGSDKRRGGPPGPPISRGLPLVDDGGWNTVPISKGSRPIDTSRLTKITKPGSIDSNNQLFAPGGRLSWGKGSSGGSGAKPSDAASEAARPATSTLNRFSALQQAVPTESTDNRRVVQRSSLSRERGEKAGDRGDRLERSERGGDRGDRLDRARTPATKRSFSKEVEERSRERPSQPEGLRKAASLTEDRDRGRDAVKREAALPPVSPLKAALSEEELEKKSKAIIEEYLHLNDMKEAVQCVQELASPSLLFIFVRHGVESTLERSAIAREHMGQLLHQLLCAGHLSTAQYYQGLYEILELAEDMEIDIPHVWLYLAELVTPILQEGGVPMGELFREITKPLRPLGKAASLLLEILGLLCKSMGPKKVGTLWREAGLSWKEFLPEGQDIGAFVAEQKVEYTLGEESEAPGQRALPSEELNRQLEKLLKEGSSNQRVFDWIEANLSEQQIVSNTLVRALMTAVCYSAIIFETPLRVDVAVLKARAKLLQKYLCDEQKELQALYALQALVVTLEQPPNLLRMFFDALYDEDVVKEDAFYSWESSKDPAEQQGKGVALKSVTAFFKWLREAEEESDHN
EBV gp42 block – EBV gp42 inhibition; Q1HVG2; Fluorescence polarization binding assay, mP read-out; inhibition, % (tested at 21.74 µM); actives 0.42% (n = 220,000); in the data active means inhibition above about 50%
Cl transport mod – modulates chloride dependent transport by human KCC2. Q9H2X9. KCC2 cells, thallium flux FluoZin-2 fluorescence. B-score of Tl+ flux slope (higher = more flux/activation; lower = inhibition) at 10 µM. actives 2.2% (n = 190,000);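 active means thallium flux slope and its plate-corrected score both differing from the plate sample mean at a set confidence after two filtering rounds, in either direction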;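 further: slope of fluorescence scaled to starting intensity during 10 to 20 s after thallium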
MDM2 E3 inh – blocks human Mdm2 ubiquitin ligase activity | Q00987 | cell-based MDM2 ubiquitination luciferase reporter, 2 h; 0 = plate control, 100 = twice control, blank-subtracted | signal enhancement, % at 5 µM | actives 0.11% (n = 210,000) | AID 1230;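 active means signal enhancement of 30% or more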;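 further: luminescence tracks abundance of the self-degrading MDM2-luciferase fusion protein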
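system = mammalian cells stably expressing self-ubiquitinating, self-degrading MDM2 E3–luciferase fusion | quantity = 2000 cells per well seeded | incubation = 4 h cell settling then 2 h compound exposure, 37 °C | signal = SteadyLite luminescence, 15 min reagent step | benchmarks = plate control and blank wells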
TNF necrop inh – blocks TNF-alpha induced death of Jurkat FADD-/- cells; Jurkat FADD-/- TNF necroptosis rescue, ATP luminescence, 24 h; 0 = TNF only, 100 = no-TNF cells; AID 463075; actives 0.068% (n = 220,000); activation (protection from cell death), % at 10 µM;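 active means activation, meaning protection from cell death, of at least 50% relative to plate controls; inactive means activation below 50%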;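 further: necroptosis triggered by 40 ng/mL TNF-alpha added together with compound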
PERK inh – inhibitors of human PERK kinase | Q9NZJ5 | CHO PERK-DD fusion, SEAP luminescence translation reporter | inhibition, % at 5.6 µM | actives 0.17% (n = 220,000);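 active means inhibition above the mean inhibition of all tested compounds plus 3 SD, set separately per screening campaign, cut at about 2.9% in these data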;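 further: PERK kinase domain activated by AP20187 dimerizer at 100 nM; 0% = DMSO with dimerizer and 100% = rapamycin at 8.4 µM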
Rad51 HR inh – blocks human Rad51 in homologous recombination | hRad51 DNA strand exchange, fluorescence dequenching | actives 0.085% (n = 200,000) | inhibition, % at 10 µM | AID 1385;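 active means inhibition above 40% at the single screening dose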;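 further: 0% = DMSO control wells and 100% = blanks with heterologous ssDNA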
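Read-out basis: percent inhibition relative to plate controls and blanks / Assay system: human Rad51 nucleoprotein filaments preassembled on unlabelled ssDNA / Timing: filaments 15 min 37 °C, then compound 30 min / Control set: per-plate controls and blanks / Technique: fluorescence dequenching at 485/520 nm / Compound: 10 µM final, single point / Also added: Fluorescein- and BHQ1-tagged 47-mer duplex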
Calpain2 inh – calpain II (pig) inhibition. AID 1236. actives 0.37% (n = 220,000). purified calpain II, fluorogenic peptide substrate, 30 min. inhibition, % at 16 µM;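 active means inhibition above about 50%, limit read from the data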
Starred values were filed as active, the others as inactive; i = inactive; / = no result given; [ ] = remark or other dose. An unsorted share of the library (roughly 3.6% active in at least one column).

SMILES	L929 necroptosis	eIF4E-4G inh	EBV gp42 block	Cl transport mod	MDM2 E3 inh	TNF necrop inh	PERK inh	Rad51 HR inh	Calpain2 inh
CCOC(=O)c1cc(C(C)=O)c(=O)[nH]c1C	4.4	10	-3	0.93	-1	-0.1	0.6	-11	-24
CCN(CC)CCNC(=O)c1cc(Sc2nnc(C)s2)nc2ccccc12	38	9[fluorescence artefact?]	-2	-0.47	-11	11	-1.0	5	-28
CCC1Cc2c(nc3c4c(nc(N5CCOCC5)c(C#N)c24)NC(C)=N3)O1 (stereo unspecified)	-0.1	/	/	0.19	/	-2.3	1.5	/	/
COc1cc(OC)c(C(=O)OCC(=O)c2cc(C)n(CC3CCCO3)c2C)cc1OC (stereo unspecified)	3.5	2	-18	-0.57	-11	0.0	0.2	-4	-9
NC(=O)c1sc2nc3c(cc2c1N)CCC3	2.3	-4	-6	0.39	0	-1.6	0.3	3	-5
Cc1ccc(NC(=O)CC2SC(=Nc3ccc(O)cc3)NC2=O)cc1 (stereo unspecified)	0.5	-1	-12	-0.38	-11	-2.4	1.2	-11	-6
CN1CCN(CC#CCn2c3ccccc3c3ccccc32)CC1	0.4	3	-9	0.18	-15	-5.3	-0.5	0	3
COc1ccccc1N/C(N)=N/c1nc(C)cc(C)n1	-0.8	1	-15	-1.2	/	5.5	1.3	25	-15
COc1ccc(N(CC(=O)N/N=C/c2ccc3c(c2)OCO3)S(=O)(=O)c2ccc(NC(C)=O)cc2)cc1	0.2	0	-7	-0.45	-3	-3.8	0.3	-14	-117
COc1ccc(/C(C)=N\NC(=O)c2ccc3c(c2)OCO3)cc1OC	0.1	-2	-8	-0.41	-7	-0.1	-0.2	10	16
Cc1ccccc1OCC(=O)Nc1ccccc1N1CCOCC1	1.0	1	0	0.08	-14	-0.3	-1.0	-6	3
CC(=O)NS(=O)(=O)c1ccc(NC(=O)c2oc3c(Cl)cccc3c2C)cc1	1.4	0	-9	1.1	-11	0.3	1.4	-6	-10
O=C(NCc1ccco1)C12CC3CC(C1)CC(C(=O)NCc1ccco1)(C3)C2	-0.1	-1	-25	-0.78	-15	0.8	0.5	-6	-39
COC(=O)c1cc2sccc2n1Cc1nc(-c2cccc(Cl)c2)oc1C	1.2	-2	-4	-3	-7	0.1	1.0	-2	-47
CC(C)NC(=O)CSc1nc2ccccc2c(=O)n1CCCOC(C)C	-0.5	0	-25	-0.53	-18	0.1	-0.3	1	-18
CCOC(=O)C1=C(N)OC2=C(C(=O)CCC2)C1c1cccnc1 (stereo unspecified)	-0.4	-5	1	-1.3	-15	-1.7	0.2	/	-51
N#Cc1c2c(c(Nc3ccc(O)cc3)n3c1nc1ccccc13)CCC2	0.4	-4	0	-1.1	-18	1.0	0.1	-22	8
O=C(c1ccc(CSCc2ccccc2F)o1)N1CCN(c2ccc(N3CCOCC3)nn2)CC1	-0.5	0	2	-2.4	-5	-4.6	0.1	-5	-331
N#C/C(=C\C=C\c1ccccc1)C(=O)NCc1cccnc1	57	2	-8	-3.5	-3	0.3	0.1	4	-26
O=C(O)c1ccccc1O	2.3	3	-9	0.19	/	0.3	1.2	-4	-17
CCN(CC)CCn1c(C)nc2ccccc21	-0.2	-3	-11	0.33	-6	4.4	2.6	19	-2
Cc1ccc2[nH]c(-c3ccccc3)c(CN(C)C)c(=O)c2c1	0.0	13	4	0.27	0	-1.4	0.2	-2	-37
O=Cc1c(C(=O)O)n(CC(=O)O)c2ccccc12	0.7	4	-1	-0.11	-10	1.0	0.7	-5	23
COc1ccccc1C1=NOC(Cn2c(=O)c3c(ncn3C)n(C)c2=O)C1 (stereo unspecified)	0.1	-4[fluorescence artefact?]	-8	0.018	-12	-1.6	-0.5	-6	0
N#Cc1c(-c2ccccc2)nc(-c2ccccc2)nc1N1CCOCC1	0.5	-1	7	-0.38	-4	1.1	2.0	-7	-36

Of the compounds above, these contain a thiophene ring, fused or not.
SMILES	L929 necroptosis	eIF4E-4G inh	EBV gp42 block	Cl transport mod	MDM2 E3 inh	TNF necrop inh	PERK inh	Rad51 HR inh	Calpain2 inh
NC(=O)c1sc2nc3c(cc2c1N)CCC3	2.3	-4	-6	0.39	0	-1.6	0.3	3	-5
COC(=O)c1cc2sccc2n1Cc1nc(-c2cccc(Cl)c2)oc1C	1.2	-2	-4	-3	-7	0.1	1.0	-2	-47

More results follow:
SMILES	L929 necroptosis	eIF4E-4G inh	EBV gp42 block	Cl transport mod	MDM2 E3 inh	TNF necrop inh	PERK inh	Rad51 HR inh	Calpain2 inh
CCc1cccc(OCCOCCN2CCCC2)c1	-0.4	-1	-2	-0.93	-1	0.8	0.2	-6	4
Cc1c(-c2ccc(Cl)cc2)[n+](=O)c(-c2ccccc2)cn1[O-]	0.0	1	-2	1.7	-7	-0.4	0.1	/	-22
Cc1ccc(-c2n[nH]c(=S)n2C)cc1	0.4	-2	-10	/	-13	-0.8	2.9	2	-21
CCCc1cc(=O)[nH]c(/N=C(/NC(=O)C(C)N2C(=O)c3ccccc3C2=O)Nc2ccccc2)n1 (stereo unspecified)	-0.5	-7	-16	-1.2	-24	-0.8	0.7	-3	-40
Cc1ccc(NCc2ccncc2)c(Br)c1	-0.3	6	-1	0.085	-48	-0.8	0.9	-3	14
CN(C)C(=O)CSc1nc2ccccc2n1CC(=O)N1CCN(c2ccccc2)CC1	-0.2	9[fluorescence artefact?]	7	-0.66	-20	0.1	0.6	1	-19
Cc1ccc(/C=N/NC(=O)CN2CCN(Cc3ccccc3)CC2)o1	-0.3	-2	-4	-2.5	-6	0.3	-0.3	/	-9
CCC(C)(C)n1nnnc1CN1CCc2ccccc21	0.6	-3	-17	0.89	-29	1.1	0.1	3	-22
COC(=O)c1ccc2c(=O)n(CCN3CCOCC3)c(SCC(=O)c3ccccc3)nc2c1	0.0	-1	0	0.97	-3	1.7	-0.8	/	1
N#Cc1c2ncn(CC(=O)c3ccc(Br)cc3)c(=O)c2c2n1CCC2	0.0	11	4	-0.75	-6	0.2	0.2	5	-23
O=C(NCCN1CCOCC1)c1ccc2c(c1)N(Cc1ccc(F)cc1)C(=O)CS2	-0.9	2	-3	0.4	-8	1.0	-1.6	6	1
Cc1c(Cl)c([N+](=O)[O-])nn1CCCC(=O)NCCc1ccccc1	1.5	1	-3	-2.3	-2	3.7	-0.3	-2	21
O=C(NCc1ccccc1)C(C(=O)c1ccc(F)cc1)n1ccccc1=O (stereo unspecified)	-0.2	-4	-26	-0.38	8	-0.9	0.4	5	12
N#C/C(=C\c1cc(Cl)ccc1O)C(=O)NC1CCCCC1	1.6	-1[fluorescence artefact?]	-2	/	-15	-3.3	1.0	-6	-23
CCOc1ccc(NC(C)C(=O)N/N=C/c2ccc([N+](=O)[O-])cc2)cc1 (stereo unspecified)	0.2	-2	-5	/	-11	-0.6	0.0	0	-9
CC(C)Cc1c2c([nH]c(=S)c1C#N)CCCC2	0.1	-2	5	27*	-20	0.5	0.9	2	0
C/C(CC(=O)Nc1cccc(C(F)(F)F)c1)=N\NC(=O)C1CCCCC1	1.8	2	-18	0.2	-14	1.7	0.9	/	23
CCCOc1ccc2cc(-c3ccccn3)c(=O)oc2c1	0.1	0	-20	0.045	-89	-5.3	0.4	4	-452
O=C(Nc1nc2ccccc2[nH]1)c1cccc([N+](=O)[O-])c1	0.1	5	3	/	-11	0.6	0.8	/	-9
O=C(Cn1c2[n+](c3ccc(C(F)(F)F)cc31)CCCCC2)c1cccc([N+](=O)[O-])c1	0.0	0	-29	0.23	6	0.2	0.2	9	-18
N#Cc1nc(-c2cccs2)oc1NCc1ccco1	0.0	-2	-2	-0.013	-5	-2.1	-0.2	6	i
N#Cc1c(NC(=O)CSc2ccccn2)oc(-c2ccccc2)c1-c1ccccc1	-0.6	1	-31	/	23	0.2	-0.9	9	-5
Cc1ccccc1NC(=O)C1CCCN(S(=O)(=O)c2c(C)noc2C)C1 (stereo unspecified)	-0.5	3	1	1.2	2	-3.3	0.7	0	-26
CCCC(=O)NNc1c2ccccc2nc2ccccc12	2.4	-1	1	0.6	-9	0.8	1.0	-7	-6
Cc1ccccc1N1CCN(C2=NC(=O)/C(=C\c3cccs3)S2)CC1	0.8	-4	-19	-0.09	-13	-0.3	0.5	20	-39

An excerpt from above with just Calpain2 inh, L929 necroptosis and MDM2 E3 inh.
| mol | Calpain2 inh | L929 necroptosis | MDM2 E3 inh |
| --- | --- | --- | --- |
| Cc1c(-c2ccc(Cl)cc2)[n+](=O)c(-c2ccccc2)cn1[O-] | -22 | 0.0 | -7 |
| Cc1ccc(-c2n[nH]c(=S)n2C)cc1 | -21 | 0.4 | -13 |

The main list resumes, repeating the two entries before the break.
SMILES	L929 necroptosis	eIF4E-4G inh	EBV gp42 block	Cl transport mod	MDM2 E3 inh	TNF necrop inh	PERK inh	Rad51 HR inh	Calpain2 inh
CCCC(=O)NNc1c2ccccc2nc2ccccc12	2.4	-1	1	0.6	-9	0.8	1.0	-7	-6
Cc1ccccc1N1CCN(C2=NC(=O)/C(=C\c3cccs3)S2)CC1	0.8	-4	-19	-0.09	-13	-0.3	0.5	20	-39
C=CCn1c(SCCN2CCCCC2)nc2c1c(=O)[nH]c(=O)n2C	0.4	2[fluorescence artefact?]	-22	1.9	-8	-0.4	0.0	6	-35
Cc1c(Cc2c(Cl)cccc2Cl)c(=O)ccn1C(C)c1ccccc1 (stereo unspecified)	-0.2	3	-13	/	-14	-2.8	0.0	4	-15
O=C1CCc2ccc(NC(=O)C3CC3)cc2N1	3.1	8	-14	1	-2	0.8	1.1	27	-21
Cc1nn(C)c(C)c1/C=N/NC(=O)CCn1cc([N+](=O)[O-])cn1	0.2	-5[fluorescence artefact?]	-3	2	-9	0.7	0.4	15	23
CCOCCCNS(=O)(=O)Cc1ccccc1	-0.6	-15	-24	/	3	-1.1	1.0	-4	18
Cc1ccccc1/C=C/c1cc[n+](C)cc1	3.2	8	-37	0.21	-17	0.3	0.0	4	-13
Cc1ccc(C)c(N(C(=O)Cn2nnc(-c3cccs3)n2)C(C(=O)NC2CC2)c2ccc(C)o2)c1 (stereo unspecified)	0.1	-3	-5	/	-18	-0.8	-1.1	0	-9
Cc1cc(C)n(CC2CC(=O)N(c3ccc(Cl)cc3)C2=O)n1 (stereo unspecified)	-0.5	1	-9	-0.72	-12	0.4	0.7	14	-14
COc1cc(OC)c(-c2nc3c[n+](CC(=O)c4ccccc4)ccc3n2C)cc1OC	-0.2	0	-3	/	-7	-2.2	1.7	0	14
COc1ccc(C2CCCN2C(=O)Nc2ccc(C)c(C)c2)cc1OC (stereo unspecified)	3.0	1	2	-1	-15	0.9	-0.5	-2	9
COC(=O)C(CC(=O)c1ccc(Br)cc1)n1ccnc1 (stereo unspecified)	0.4	-9	-16	0.82	-60	-0.6	-0.7	/	6
Cc1ccc(-c2nnc(SCC(=O)CC(=O)Nc3ccccc3)n2C)cc1	0.1	3	6	0.072	-4	-1.3	0.5	0	17
CCCCn1c(SCC(=O)NCC2CCCO2)nc2ccc(N3CCOCC3)cc2c1=O (stereo unspecified)	0.7	9	-9	7.2*	3	3.2	0.2	-6	-437
CCOC(=O)c1ccccc1NCN1C(=O)CSC1=O	2.0	-4	-3	0.4	-25	0.4	0.8	-9	-174
Cc1occc1C(=O)Nc1sc2c(c1C(N)=O)CCCCC2	1.9	3	-7	0.019	-7	2.7	0.3	-7	-105

From PubChem BioAssay
